Screening results (PubChem BioAssay)
human PMI inhibitors: human PMI inhibitors, high substrate, primary screen, biochemical, fluorescence intensity, high mannose 6-phosphate (AID 1220). recombinant PMI enzyme, coupled fluorescence intensity; higher % means a stronger effect. inhibition, % at 20 µM, or IC50 in µM where a hit was titrated. 190,000 compounds, 0.66% hits; in the data active = inhibition above about 50%
P. falciparum M1AAP: P. falciparum M1AAP inhibitors, biochemical, fluorogenic H-Leu-NHMec substrate, 1536-well (AID 1445) | 220,000 compounds, 0.42% hits | inhibition, % at 30 µM; hits with a dose series show IC50 in µM | recombinant M1AAP, H-Leu-NHMec fluorogenic kinetic assay; higher % means a stronger effect;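 active = primary inhibition above the hit cutoff, then over 50% inhibition at one or more dose response concentrations, cut at about 23% in these data, passing the limit was not always enough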;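 note: plate controls were DMSO full reaction for no effect and no enzyme background for full effect; strong numbers were not always called active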
PhoP inhibition: inhibitors of PhoP regulon expression, primary screen, Salmonella Typhimurium, GFP reporter (AID 1863); S. Typhimurium PhoP-regulated promoter GFP reporter, 4 h; higher % means a stronger effect; inhibition, % at 50 µM, or IC50 in µM where a hit was titrated; 300,000 compounds, 0.16% hits;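 active = inhibition over 29.93%, a cutoff 3 SD above the screen mean, later confirmed by dose response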;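 note: 0% = low Mg2+ inducing control and 100% = high Mg2+ repressing control; strong numbers were not always called active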
XIAP antagonists: XIAP antagonists, biochemical, IAP family, fluorescence polarization (AID 1018); XIAP BIR domain, fluorescence polarization peptide displacement; higher % means a stronger effect; one-dose displacement, % at 20 µM; IC50 in µM for titrated hits; 200,000 compounds, 0.007% hits; in the data active = displacement above about 50%; note: a part of the inactive calls stands beside numbers as strong as those of hits
Yfh1-depleted yeast: enhancers of respiration in Yfh1-depleted yeast, dose response, Friedreich's ataxia, plus single-dose screen (AID 1465). S. cerevisiae Yfh1-off respiration, WST-1 reduction, 72 h; higher fold induction means a stronger effect. one-dose fold induction at 50 µM; EC50 in µM for titrated hits. 220,000 compounds, 0.074% hits;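 active = fold induction of absorbance versus untreated yeast above a set limit, then at least 30% activation at any dose in follow-up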;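 note: activators that raise dye reduction in frataxin-depleted yeast; strong numbers were not always called active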
CSM14.1 death rescue: rescue of cells from ER stress-induced death, primary screen, 384-well, CSM14.1, thapsigargin, ATP luminescence (AID 1222). 190,000 tested, under 10 active. cellular ATP content (survival), % at 20 µM; hits with a dose series show EC50 in µM. CSM14.1 thapsigargin-induced death rescue, ATP luminescence; higher % means a stronger effect;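 active = EC50 below 50 µM in the dose-response confirmation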;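 note: death triggered by thapsigargin at about 15 µM added after 2 h compound pretreatment; cell ATP read after overnight thapsigargin exposure of roughly 18 to 22 hours; normalized against plate controls of thapsigargin alone and 5% DMSO vehicle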
West Nile antiviral: West Nile virus antiviral activity, cell-based, CPE readout (AID 1621); CPE inhibition, % at 10 µM, or IC50 in µM where a hit was titrated; West Nile virus-infected cells, CPE inhibition; higher % means a stronger effect; 290,000 compounds, 0.02% hits; in the data active = a potency from the dose series; note: strong numbers were not always called active
Siah-1 displacement: blockers of Siah-1 interaction with plectin peptide – biochemical, fluorescence polarization, rhodamine-plectin, uHTS, primary screen (AID 1817). Siah-1 / rhodamine-plectin peptide fluorescence polarization; higher % means a stronger effect. 290,000 compounds, 0.02% hits. one-dose displacement, % at 20 µM; IC50 in µM for titrated hits;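 active = displacement of at least 50% at 20 µM, with a fluorescence ratio check between 0.3 and a set limit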;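 note: plate controls were Siah plus tracer with DMSO for no effect and tracer alone without Siah for full effect; strong numbers were not always called active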
P. falciparum M17LAP: P. falciparum M17LAP inhibitors, primary screen, biochemical, fluorogenic H-Leu-NHMec substrate, 1536-well (AID 1619); 220,000 compounds, 0.38% hits; recombinant M17LAP, H-Leu-NHMec fluorogenic kinetic assay; higher % means a stronger effect; inhibition, % at 30 µM, or IC50 in µM where a hit was titrated;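 active = compound inhibiting the enzyme by more than half at any dose during confirmatory dose-response retesting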;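 note: plate controls were full reaction with DMSO carrier for no effect and no enzyme background for full effect; strong numbers were not always called active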
Numbers without * were called inactive; i = inactive; x = no result given.

Compound,Siah-1 displacement,P. falciparum M1AAP,XIAP antagonists,CSM14.1 death rescue,Yfh1-depleted yeast,P. falciparum M17LAP,human PMI inhibitors,PhoP inhibition,West Nile antiviral
COc1cc([N+](=O)[O-])ccc1NC(=O)CSc1nccn1C,-6%,1%,-6.1%,-0.4%,i,1%,8%,4%,-0.5%
Cc1nc2ccc(NC(=O)c3ccco3)cc2nc1C,-1%,9%,-0.5%,-0.8%,i,-5%,1%,-1%,0.5%
CC(C)CCNC(=O)c1cc2c(s1)-c1ccccc1S(=O)(=O)C2,-6%,4%,x,x,i,1%,x,1%,0.1%
Cc1c(Cl)cccc1NC(=S)N1CCN(Cc2ccc3c(c2)OCO3)CC1,12%,3%,-22%,-2.2%,i,3%,4%,-16%,-0.2%
O=C(N/N=C/c1c(Cl)cccc1Cl)c1n[nH]c2c1CCCC2,-4%,11%,-22%,-2.6%,i,28%,-14%,0%,-0.8%
CCSc1nc2ccccc2n1CC(=O)N1CCOCC1,-7%,9%,-3.1%,-1.5%,i,-3%,-1%,3%,-0.1%
CCN(CC)C(=O)c1c2c(nc3ccccc13)-c1ccccc1CC2,5%,-4%,0.4%,-2.5%,i,6%,9%,11%,0.2%
CCC(C)NCCOCCOc1ccc(F)cc1 (stereo unspecified),1%,-1%,-5.1%,-1.4%,i,10%,-2%,4%,-0.6%
c1ccn2c(SCc3cn4ccsc4n3)nnc2c1,3%,1%,-9.2%,-0.7%,i,-4%,21%,0%,-0.4%
CCOC(=O)Cc1nnc(NC(=O)C2CCCCC2)s1,-4%,6%,2.1%,-1.6%,i,-3%,-1%,8%,0.6%
CCc1n[nH]c(=S)n1/N=C/c1ccc(N(CC)CC)cc1,43%,15%,-6.8%,-0.7%,i,9%,10%,-5%,-0.3%
NC(=O)c1ccsc1NC(=O)COC(=O)Cc1cccc2ccccc12,-6%,0%,-17%,-0.1%,i,6%,14%,6%,0.1%
COc1cccc(CN2C(=O)c3cccc(N)c3C2=O)c1,0%,10%,-2.6%,-0.3%,i,-45%,-3%,-3%,0.2%
CCOC(=O)c1cc2sccc2n1CC(=O)N1CCN(C(=O)c2ccco2)CC1,2%,2%,-3.5%,-0.4%,i,4%,1%,0%,0.1%
O=C1C2C3C=CC(C2C(=O)N1c1ccc(O)cc1)C1C2C(=O)N(c4ccc(O)cc4)C(=O)C2C31 (stereo unspecified),23%,-3%,x,x,i,-1%,x,-5%,0.3%
N#CC1=C(N)Oc2n[nH]c(-c3ccc(F)cc3)c2C1c1cccnc1 (stereo unspecified),0%,5%,-10%,0.5%,x,61µM*,-6%,-1%,x
CCCOc1ccc(CCC(=O)N/N=C/c2ccc([N+](=O)[O-])o2)cc1,4%,4%,x,x,i,1%,x,5%,-1.1%
COc1ccc(Cc2n[nH]c(=S)o2)cc1,-7%,-4%,-1.5%,-0.2%,i,-6%,0%,-15%,0.1%
NS(=O)(=O)c1cccc(NC(=O)Nc2ccccc2)c1,0%,-7%,x,x,i,0%,x,-2%,0.1%
C=C(C)Cn1c(SCC(=O)O)nnc1-c1ccc(OC)cc1,0%,-2%,-6.2%,-0.8%,i,2%,-8%,0%,-0.3%
COC(=O)/C=c1\sc2n(c1=O)C(C)=CC(C)(C)N=2,-1%,4%,-6.0%,0.1%,i,3%,-10%,7%,0.4%
C/C(=C/C(=O)Nc1cccc(F)c1)N1CCCC1,-3%,5%,-6.7%,0.6%,i,8%,4%,-1%,-0.3%
O=C(NC1CCCCC1)C(c1ccc2ncccc2c1)N(Cc1cccs1)C(=O)c1cccs1 (stereo unspecified),-3%,7%,-9.3%,-8.2%,i,5%,0%,16%,-0.5%
Cc1ccc(S(=O)(=O)N2CCC(=O)N(CCOCc3cccc(C(F)(F)F)c3)CC2)cc1,-3%,7%,-12%,-2.9%,i,-10%,4%,4%,-0.8%
CC(C)(C)Cc1nc(-c2ccc(Cl)cc2)no1,-2%,-3%,-3.2%,-3.3%,i,7%,2%,6%,1.1%
O=C(NCCN1C(=O)CCC1=O)c1ccncc1,2%,5%,-3.1%,3.1%,i,4%,5%,12%,0.0%
Cc1ccccc1C(=O)NC(NCc1ccco1)C(Cl)(Cl)Cl (stereo unspecified),-1%,8%,-1.4%,0.2%,i,0%,3%,1%,-0.1%
O=C(CCCC(=O)N1CCCc2ccccc21)N1CCCc2ccccc21,-1%,8%,-6.2%,2.8%,i,-2%,14%,-7%,1.4%
CCOc1cc(/C=C2\SC(=O)N(CC(=O)Nc3ccccc3F)C2=O)cc([N+](=O)[O-])c1O,-1%,13%,0.8%,-0.3%,i,24%,33%,-6%,-0.1%
Cc1ccccc1S(=O)(=O)c1cc(C#N)c(=O)[nH]c1N,5%,1%,-4.8%,-0.9%,x,-8%,-8%,-7%,x
CCOC(=O)c1cc(CC)sc1/N=C/C1C(=O)CCCC1=O,-1%,3%,-3.8%,-0.9%,i,7%,22%,1%,-0.8%
Cc1ccccc1NC(=O)Nc1ccccc1C(=O)NCc1ccccc1,1%,8%,-24%,-1.0%,i,11%,7%,-9%,0.7%
COc1ccc(-c2ccc(SCC(=O)N3c4ccccc4CC3C)nn2)cc1OC (stereo unspecified),3%,2%,-0.9%,-0.9%,i,-7%,22%,15%,0.1%
COC(=O)c1ccc(CN(c2ccccc2Cl)S(C)(=O)=O)cc1,4%,1%,-5.5%,0.1%,i,-1%,3%,2%,-0.7%
CCOc1ccc(N2C(=O)CC(Sc3nccc(C)n3)C2=O)cc1 (stereo unspecified),3%,-2%,0.1%,x,i,4%,4%,17%,0.0%
CC1CN(C(=O)c2ccc(COc3ccc4ccccc4c3)o2)CC(C)O1 (stereo unspecified),2%,-5%,-14%,2.3%,i,1%,36%,2%,-1.2%
Cc1ccccc1SCCNC(=O)c1ccccc1Br,2%,1%,1.4%,0.1%,i,3%,0%,-4%,-0.7%
CCn1c(SCC(=O)Nc2ccc3c(c2)oc2ccccc23)nnc1-c1ccc(N)cc1,-2%,-1%,-16%,3.1%,i,3%,5%,35%,0.0%
CCO[C@@H]1OC(C(=O)O)=C[C@H](c2csc3ccccc23)[C@H]1CCCO,-5%,-5%,-4.9%,3.9%,i,0%,-4%,0%,0.4%
CCOC(=O)C1(Cc2cccc(Cl)c2)CCCN(C(=O)c2cccnc2)C1 (stereo unspecified),0%,3%,-6.9%,-2.1%,i,5%,x,5%,-1.1%
CCSC1=NC2(CCCCC2)Nc2sc3c(c21)CCCC3,-1%,10%,-0.8%,-0.7%,i,2%,-86%,-14%,-0.7%
O=C(c1ccc(COc2ccccc2Br)cc1)N1CCCCC1,-5%,4%,-15%,-1.8%,i,-2%,2%,17%,-0.5%
Cc1ccc(OC(=O)c2ccc(S(=O)(=O)N(C)C)cc2)c(-n2nc3ccccc3n2)c1,-4%,10%,-20%,-1.2%,i,6%,17%,4%,-0.1%
CCc1ccc(-c2nc(CSCC(=O)N3CCN(c4ccccn4)CC3)c(C)o2)cc1,1%,3%,-4.1%,5.4%,i,1%,5%,-14%,-0.8%
O=S(=O)(c1cccc(C(F)(F)F)c1)N1CCN(c2ccccc2)CC1,1%,-4%,-7.2%,-3.9%,i,2%,1%,10%,-1.1%
CC(=O)N1CCN2C(=O)C1CCCC(=O)c1cc(C3CCCCC3)ccc12 (stereo unspecified),-1%,1%,-2.1%,-0.6%,i,0%,5%,-3%,-0.5%
COc1cccc(Oc2nc3ncn(Cc4ccccc4)c3c(=O)n2C)c1,2%,-3%,-2.8%,0.3%,i,-2%,11%,-1%,0.1%
COC(=O)N1CCN(S(=O)(=O)c2ccc(F)cc2)CC1,0%,5%,-5.3%,-2.4%,i,-1%,-9%,1%,x
NC(=O)C(CC(=O)O)NC(=O)[C@@H]1CCOc2c(I)cc([N+](=O)[O-])cc2C(=O)N[C@@H](CCC(=O)O)C(=O)N[C@@H](CO)C(=O)N1 (stereo partly specified),6%,7%,-3.9%,-4.3%,i,44%,-28%,5%,0.0%
O=C(O)C1CCCCC1C(=O)NC1CCCCC1 (stereo unspecified),1%,-1%,-2.5%,-2.0%,i,27%,3%,-8%,0.2%

Later entries.
Compound,Siah-1 displacement,P. falciparum M1AAP,XIAP antagonists,CSM14.1 death rescue,Yfh1-depleted yeast,P. falciparum M17LAP,human PMI inhibitors,PhoP inhibition,West Nile antiviral
Cc1onc(-c2c(F)cccc2Cl)c1C(=O)OCc1cnc(Cl)s1,6%,2%,-4.2%,0.9%,i,16%,5%,-4%,-1.1%
Cc1ccc(NC(=O)CC2SC(=O)NC2=O)cc1 (stereo unspecified),-9%,4%,1.0%,-0.4%,i,27%,3%,0%,0.3%
COc1ccccc1CNC(=O)C1CC(c2ccccc2F)=NO1 (stereo unspecified),-4%,-5%,x,x,i,8%,x,-2%,-0.3%
O=C(Nc1cc(S(=O)(=O)N2CCOCC2)ccc1N1CCCC1)C1CC1,1%,2%,-3.9%,-0.3%,i,2%,6%,0%,0.4%

Shown with two lines to a compound: part of the list above.
Every second line gives: Siah-1 displacement, P. falciparum M1AAP, XIAP antagonists, CSM14.1 death rescue, Yfh1-depleted yeast, P. falciparum M17LAP, human PMI inhibitors, PhoP inhibition, West Nile antiviral
- CC(=O)N1CCN2C(=O)C1CCCC(=O)c1cc(C3CCCCC3)ccc12 (stereo unspecified)
  -1%, 1%, -2.1%, -0.6%, i, 0%, 5%, -3%, -0.5%
- COc1cccc(Oc2nc3ncn(Cc4ccccc4)c3c(=O)n2C)c1
  2%, -3%, -2.8%, 0.3%, i, -2%, 11%, -1%, 0.1%
- COC(=O)N1CCN(S(=O)(=O)c2ccc(F)cc2)CC1
  0%, 5%, -5.3%, -2.4%, i, -1%, -9%, 1%, x
- NC(=O)C(CC(=O)O)NC(=O)[C@@H]1CCOc2c(I)cc([N+](=O)[O-])cc2C(=O)N[C@@H](CCC(=O)O)C(=O)N[C@@H](CO)C(=O)N1 (stereo partly specified)
  6%, 7%, -3.9%, -4.3%, i, 44%, -28%, 5%, 0.0%
- O=C(O)C1CCCCC1C(=O)NC1CCCCC1 (stereo unspecified)
  1%, -1%, -2.5%, -2.0%, i, 27%, 3%, -8%, 0.2%
- Cc1onc(-c2c(F)cccc2Cl)c1C(=O)OCc1cnc(Cl)s1
  6%, 2%, -4.2%, 0.9%, i, 16%, 5%, -4%, -1.1%
- Cc1ccc(NC(=O)CC2SC(=O)NC2=O)cc1 (stereo unspecified)
  -9%, 4%, 1.0%, -0.4%, i, 27%, 3%, 0%, 0.3%
- COc1ccccc1CNC(=O)C1CC(c2ccccc2F)=NO1 (stereo unspecified)
  -4%, -5%, x, x, i, 8%, x, -2%, -0.3%
- O=C(Nc1cc(S(=O)(=O)N2CCOCC2)ccc1N1CCCC1)C1CC1
  1%, 2%, -3.9%, -0.3%, i, 2%, 6%, 0%, 0.4%
